Screens from PubChem BioAssay.
PI4K2A inh: PI4K2A (human) kinase inhibition | purified PI4K2A, ADP-Glo luminescence, 1 h; hits give low values | activity change, negative = inhibition, % at 76.9 µM | hit rate 0.13% among 420,000 | AID 1346378 | Q9BTU6; in the data active means activity change below about -50%; inconclusive means mostly about -30% to -49%;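 further: -100% = wells without enzyme as full effect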
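PI4K2A activity was measured by ADP-Glo luminescence: enzyme (4 ug/mL stock) and phosphatidylinositol (1.2 mM stock) in Tris pH 7.5/MgCl2/EGTA/Triton X-100 buffer were reacted with ATP (300 microM stock) for one hour at ambient temperature.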
GLS inh: blocks human kidney-isoform glutaminase activity. Potency, µM (highest dose often 45.5 µM), without a hit: at the highest dose activity change, negative = inhibition, most hits filed as inhibitors. hit rate 0.21% among 410,000. O94925. GLS enzymatic activity, qHTS titration. AID 624170; further: potency means the concentration at half of the fitted maximal effect; on the % scale 0 is the no-effect control and ±100 the full control effect
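Assay buffer: 45 mM KH2PO4 pH 8.2, 0.02% Tween-20. hKGA acts on L-glutamine (1 mM solution added); product glutamate is reported by an oxidase/peroxidase Amplex Red coupling, with fluorescence taken at baseline and 30 min.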
TrxR1 substrate: substrates of rat thioredoxin reductase 1; purified TrxR1 substrate turnover, NADPH consumption readout; Potency, µM (top dose mostly 114 µM), for the others: at the top dose activity change, negative = substrate turnover; hit rate 0.01% among 390,000; AID 588456; further: potency means the concentration at half of the fitted maximal effect; on the % scale 0 is the no-effect control and ±100 the full control effect; nearly all actives have a fitted effect of over 50% in size
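Rat TrxR1, dispensed at 90 nM, was prereduced with 400 uM NADPH (final) for 5 min at ~22 deg C, then incubated with compound 15 min before 400 uM selenite. A first-read NADPH fluorescence drop versus no-compound background flagged substrates.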
Tb PGK inh: T. brucei PGK inhibition. PGK/GAPDH coupled, Kinase-Glo luminescence, 60 min. Potency, µM (top dose mostly 57.5 µM), for the others: at the top dose activity change, negative = inhibition, most hits filed as inhibitors. hit rate 0.043% among 380,000. AID 602233; further: potency means the concentration at half of the fitted maximal effect; on the % scale 0 is the no-effect control and ±100 the full control effect; nearly all actives have a fitted effect of over 60% in size
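Luminescent ATP detection (Kinase-Glo Plus) follows a 60-minute room-temperature incubation, with wells lacking PGK as controls. Buffer: 100 mM TEA (pH 7.6), 5 mM MgCl2, 0.01% Tween-20. Coupling enzyme GAPDH (100 nM final) supplies unstable 1,3-BPG in-well.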
Pin1 inh: human Pin1 inhibition. Q13526. Pin1 FP peptide displacement, HiFluor488, 10 min. Potency, µM (highest dose often 115 µM), for the others: top-dose activity, negative = inhibition, most hits filed as inhibitors. hit rate 0.009% among 390,000; active means well fitted inhibition curve with a large enough effect in the polarisation, with a control signal flat, not every such curve was filed as active; inconclusive means small, poorly fitted or top-dose-only effect, or effect the other way, or a change in a side signal; inactive means no such curve, though single readings can be large or run the other way; the % refers to the polarisation; further: potency means the concentration at half of the fitted maximal effect; on the % scale 0 is the no-effect control and ±100 the full control effect
mIDH1 inhibitor: inhibitors of human mutant IDH1 R132H | O75874 | IDH1-R132H enzyme, NADPH consumption, diaphorase/resazurin fluorescence | Potency, µM (doses to about 76.6 µM), for inactives: at the highest dose activity change, negative = inhibition, actives largely listed as inhibitors | hit rate 0.093% among 390,000; further: potency means the concentration at half of the fitted maximal effect; on the % scale 0 is the no-effect control and ±100 the full control effect; nearly all actives have a fitted effect of over 65% in size
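IDH1-R132H (0.5 ug/mL) preincubated 30 min with compound, then NADPH (0.016 mM) and alpha-KG (2 mM) added; 80 min at RT, pH 7.5. Remaining NADPH coupled via diaphorase/resazurin to fluorescence (540/590 nm); concentration-response curves normalized to no-enzyme control.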
TrxR1 inh: blocks rat thioredoxin reductase 1; O89049; recombinant rTrxR1, NADPH fluorescence consumption, selenite substrate; Potency, µM (doses to about 114 µM), without a hit: at the highest dose activity change, negative = inhibition, usual class: inhibitors; hit rate 1% among 390,000; AID 588453; further: potency means the concentration at half of the fitted maximal effect; on the % scale 0 is the no-effect control and ±100 the full control effect; nearly all actives have a fitted effect of over 65% in size
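Rat TrxR1 (90 nM in the dispensed reagent) was pre-reduced with 400 uM NADPH for 5 min at room temperature, then incubated with compound for 15 min. After 400 uM selenite was added, NADPH fluorescence (Ex 340/Em 450 nm) was followed for 8 min.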
HP1b chromo inh: HP1-beta chromodomain-methylated histone interaction inhibition | AlphaScreen HP1-beta / biotin-H3K9me3 peptide binding | Potency, µM (series often up to 114 µM), without a hit: top-dose activity change, negative = inhibition, most hits filed as inhibitors | hit rate 0.56% among 390,000 | AID 540317; further: potency means the concentration at half of the fitted maximal effect; nearly all actives have a fitted effect of over 70% in size; inactives centre near 23
Target sequence (P83916 whole entry, looked up): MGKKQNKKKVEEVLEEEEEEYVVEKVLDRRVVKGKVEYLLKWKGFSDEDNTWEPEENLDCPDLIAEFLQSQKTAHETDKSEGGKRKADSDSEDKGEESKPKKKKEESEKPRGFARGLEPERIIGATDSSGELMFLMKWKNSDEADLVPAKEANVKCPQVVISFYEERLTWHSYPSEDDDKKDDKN
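Compound inhibition of the preformed complex between 50 nM HP1-beta and 50 nM biotinylated H3K9me3 peptide was read by AlphaScreen. Buffer was PBS pH 7.4 with 0.01% Tween-20. Incubations ran 30 min at room temperature, with 10 ug/mL donor/acceptor beads.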
USP1 inh: inhibitors of human USP1/UAF1 deubiquitinase; O94782; recombinant USP1/UAF1, Ub-Rhodamine cleavage fluorescence; Potency, µM (series often up to 57.1 µM), for inactives: top-dose activity change, negative = inhibition, hits mostly inhibitors; hit rate 0.23% among 390,000; further: potency means the concentration at half of the fitted maximal effect; on the % scale 0 is the no-effect control and ±100 the full control effect; nearly all actives have a fitted effect of over 60% in size; inactives centre near -12
Target sequence (O94782 whole entry, looked up): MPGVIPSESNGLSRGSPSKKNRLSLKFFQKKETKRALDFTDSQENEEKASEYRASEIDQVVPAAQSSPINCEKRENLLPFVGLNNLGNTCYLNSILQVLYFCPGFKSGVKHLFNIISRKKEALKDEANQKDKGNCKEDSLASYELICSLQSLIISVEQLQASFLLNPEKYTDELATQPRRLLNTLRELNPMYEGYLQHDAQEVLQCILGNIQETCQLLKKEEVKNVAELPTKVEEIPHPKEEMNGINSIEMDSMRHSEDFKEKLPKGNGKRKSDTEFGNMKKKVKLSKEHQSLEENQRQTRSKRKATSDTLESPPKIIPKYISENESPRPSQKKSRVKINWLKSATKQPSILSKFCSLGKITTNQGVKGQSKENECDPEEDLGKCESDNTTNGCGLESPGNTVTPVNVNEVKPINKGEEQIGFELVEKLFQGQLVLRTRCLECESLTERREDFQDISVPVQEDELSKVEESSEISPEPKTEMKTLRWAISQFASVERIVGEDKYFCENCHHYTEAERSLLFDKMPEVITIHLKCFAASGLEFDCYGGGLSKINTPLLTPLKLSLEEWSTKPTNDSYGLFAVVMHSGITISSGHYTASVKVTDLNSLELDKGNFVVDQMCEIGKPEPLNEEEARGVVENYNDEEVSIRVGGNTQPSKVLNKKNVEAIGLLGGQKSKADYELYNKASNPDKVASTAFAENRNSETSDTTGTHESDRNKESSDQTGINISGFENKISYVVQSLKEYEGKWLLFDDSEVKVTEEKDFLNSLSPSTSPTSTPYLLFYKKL
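1 nM enzyme complex + cpd, 15 min RT; start with Ub-Rho 150nM final; kinetic fluorescence ex 480/em 540, 6 reads q60 s. Buffer 50mM HEPES pH 7.8, 0.5mM EDTA, 0.1 mg/ml BSA, 1mM TCEP, 0.01% Tween-20.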
The depositor's hits bear a star; i = inactive; u = inconclusive; x = no result given; [ ] = remark or other dose. Unless noted, the call rests on the fitted dose curve; in most records, active means well fitted curve in the direction sought with a large enough effect; inconclusive means small, poorly fitted or top-dose-only effect, or another doubt; inactive means no such curve, though single readings can be large; an effect the other way counts as inactive or inconclusive. Some of the compounds tested (hit frequency here may not be typical).

smiles,PI4K2A inh,GLS inh,TrxR1 substrate,Tb PGK inh,Pin1 inh,mIDH1 inhibitor,TrxR1 inh,HP1b chromo inh,USP1 inh
COc1ccc(CN2CCCC(CNC(=O)c3ccc(F)cc3)C2)cc1OC (configuration not stated),-3,15%,-1%,-8%,6%,-8%,8%,27%,-2%
Cc1ccc(NC(=S)Nc2ccc(S(=O)(=O)N3CCOCC3)cc2)cc1S(=O)(=O)N1CCOCC1,7,0%,8%[57.1 µM],-5%,21%,6%,u,1%,-23%
COc1ccc(/C=N/NC(=O)C(C)n2nnc3ccccc32)cc1OC (configuration not stated),-6,2%,10%[57.1 µM],i,-2%,3%,16%[57.1 µM],-3%,-18%
COc1ccc(-c2nnc(SCC(=O)NC3CCCCC3)o2)cc1OC,6,3%,0%[57.1 µM],-3%,-2%,18%,12%[57.1 µM],32%,-18%
Cc1c(C(=O)NNC(=O)c2ccccc2O)oc2ccccc12,-3,16%,x,1%,x,-3%,x,x,-19%
COc1ccc(NC(=O)CN(C)CC(=O)NC(=O)NC2CCCCC2)cc1,4,-7%,-2%,-9%,6%,0%,6%,33%,-24%
C[C@H](NS(=O)(=O)c1ccc(Cl)c(Cl)c1)C(=O)OCc1cc(=O)n2cc(Br)ccc2n1,-10,-9%,-5%,i,15%,-3%,-2%,16%,-22%
CC(=O)c1ccc(OCc2cc(C(=O)NCCc3ccc(Cl)cc3)no2)cc1,4,-10%,5%[57.1 µM],6%,-3%,-7%,22%[57.1 µM],75%[activator],-20%
COc1ccc(S(=O)(=O)N2CCOCC2)cc1NC(=O)CCNC(=O)c1ccc(Br)cc1,1,-14%,-5%,-4%,-4%,4%,-13%,8%,-19%
CCc1ccc(NC2CC(=O)N(CCc3ccc(OC)c(OC)c3)C2=O)cc1 (configuration not stated),0,u,-6%,0%,-4%,2%,-75%,u,-9%
Cn1c(=O)c2c([nH]c(=S)n2Cc2ccc(Cl)cc2)n(C)c1=O,2,u,-5%,-11%,-2%,-6%,-10%,u,-14%
Cc1ccc(C)c(-n2c(N)c(C#N)c3nc4ccccc4nc32)c1,2,5%,49%[activator],13%,u,13%,13%,26%,-26%
COc1cc(C(=O)Nc2cc(C)c(O)c(-c3nc4ccccc4s3)c2)cc(OC)c1OC,-5,-12%,10%[11.4 µM],6%,-9%,-13%,24%,13%,-10%
CC(C)CCNC(=O)C(=O)Nc1cc2c3c(c1)CC(=O)N3CCC2,-2,1%,3%,i,-1%,-6%,7%,26%,-19%
Cc1cc(NS(=O)(=O)c2ccccc2)n(-c2ccccc2)n1,4,5%,-2%,-8%,-1%,1%,8%,61%[activator],-13%
CCCS(=O)(=O)c1nc(S(=O)(=O)c2ccc(C)cc2)c(NCCCn2ccnc2)s1,5,3%,-6%,-3%,1%,12%,-6%,45%[activator],-17%
CCc1nc(-c2ccc(C)c(S(=O)(=O)N3CCN(c4ccc(C(C)=O)cc4)CC3)c2)no1,0,9%,-1%[57.1 µM],5%,8%,12%,15%[57.1 µM],3%,-21%
O=C(O)CCc1ccc(S(=O)(=O)NCCc2ccccc2)cc1,0,5%,-2%,5%,3%,-3%,16%,17%,1%
CCO[C@H]1OC(C(=O)NCc2ccccc2)=C[C@@H](c2ccc(Br)cc2)[C@@H]1CCCO,2,14%,5%[57.1 µM],11%,u,-4%,10%[57.1 µM],21%,-32%
Cc1c(Cl)ccc(S(=O)(=O)NCCCn2ccnc2)c1Cl,1,-8%,-1%,-5%,14%,16%,16%,42%[activator],-18%
CC12CCC(C(=O)NCc3ccc4c(c3)OCO4)(C(=O)C1=O)C2(C)C (configuration not stated),5,6%,-6%,-3%,1%,6%,-8%,28%,12%
COc1ccc(S(=O)(=O)N2CCOCC2)cc1NC(=O)COc1ccc2ccc(=O)oc2c1,0,5%,25%,2%,8%,7%,-18%,20%,3%
Nc1nc(N)c2ncc(C(=O)CCc3ccccc3)nc2n1,-8,u,12%,-1%,u,-8%,u,-26%,3%
Clc1ccc(Cl)c(OCCCCN2CCCCC2)c1,-2,-2%,5%,-4%,-2%,-5%,23%,u,-14%
Cc1ccccc1-n1c(SCc2csc(Nc3ccccc3)n2)nnc1-c1cccnc1,-1,12%,-8%,-3%,35%[activator],-25%,-11%,-15%,-20%
c1ccc(CC2CCN(C3=Nc4cccc5cccc3c45)CC2)cc1,0,-5%,2%[57.1 µM],0%,u,5%,24%[57.1 µM],u,-11%
Cc1nn2c(NCCCN(C)C)c3c(nc2c1-c1ccccc1)CCC3,3,0%,-6%,i,3%,0%,-9%,15%,-17%
COc1ccc(-n2c(=S)[nH]c3cc(C(=O)NCCCN4CCCC4=O)ccc3c2=O)cc1OC,3,-21%,14%[57.1 µM],0%,1%,-1%,-14%[57.1 µM],62%[activator],-24%
Cc1nn(Cc2ccc(F)cc2)c(C)c1NC(=O)C1c2ccccc2Oc2ccccc21,5,-14%,-20%[57.1 µM],i,2%,1%,12%[57.1 µM],24%,-16%
COC(=O)c1cc(N2CCN(C)CC2)nc2ccccc12,-1,-5%,23%,-2%,u,9%,1%,58%[activator],u
CSCCC(=O)NC1CC(C)(C)Cc2c1cnn2-c1ccccc1C (configuration not stated),-4,-3%,10%,i,1%,13%,31%,46%[activator],-15%
Cn1nc(-c2ccccc2)c(C(=O)NCC(=O)O)c1Cl,2,15%,10%[57.1 µM],-9%,-10%,11%,9%[11.4 µM],-13%,-26%
Cc1ccc(C(=O)N2CCN(C(=O)N3CCOCC3)CC2)cc1,-1,13%,9%[57.1 µM],6%,-16%,-4%,9%[57.1 µM],59%[activator],-14%
O=C(c1ccc(Cl)cc1)c1cn(Cc2ccccc2)c2cc3c(cc2c1=O)OCCO3,-2,0%,7%,-5%,19%,-17%,20%,8%,2%
CCOC(=O)c1ccc(N2C(=O)c3n[nH]c(C)c3C2c2ccco2)cc1 (configuration not stated),7,-1%,-5%,i,-1%,6%,-6%,14%,-9%
COCCn1c(SCC(=O)c2c(N)n(C)c(=O)n(C)c2=O)nc2ccccc21,4,4%,-10%[57.1 µM],i,6%,8%,15%[57.1 µM],23%,-18%
COc1cc(C)ccc1OCCCON1C(=O)CCC1=O,-2,-2%,3%[57.1 µM],1%,-3%,-2%,0%[57.1 µM],1%,2%
Cc1ccc(-c2cc(C(=O)N3CCCCC3)c3ccccc3n2)cc1C,2,0%,19%,-4%,2%,-9%,4%,36%,-19%
COC(=O)c1c(C)[nH]c(C(=O)COc2ccc3ccc(=O)oc3c2)c1C,-12,u,13%,-10%,174%[activator],8%,-1%,18%,-19%
OC(CN1CCOCC1)Cn1c(-c2cccc(Cl)c2)nc2ccccc21 (configuration not stated),-5,11%,7%[57.1 µM],-9%,-2%,7%,4%[57.1 µM],10%,1%
C=CCn1ccc(O)c(Cc2ccc(Cl)cc2)c1=O,-1,11%,-6%,0%,-4%,1%,5%,15%,-15%
COc1ccc(C(=O)CC2(O)C(=O)Nc3c(C)cccc32)c(OC)c1OC (configuration not stated),-2,2%,1%[57.1 µM],-3%,1%,-3%,10%[57.1 µM],24%[57 µM],-14%
NC(=O)C1CN(C(=O)c2cccc(S(=O)(=O)N3CCc4ccccc43)c2)c2ccccc2O1 (configuration not stated),0,1%,-3%,3%,2%,3%,14%,30%,-7%
O=C(c1ccccc1Sc1ccc([N+](=O)[O-])cc1)N1CCCCC1,-1,-6%,-11%,-5%,1%,6%,2%,12%,-10%
N#CCC(=O)Nc1ccc(C(=O)OCC(=O)Nc2ccccc2-c2ccccc2)cc1,-2,9%,6%[57.1 µM],-7%,-7%,-5%,15%[57.1 µM],28%,u
O=C(CC(=O)N/N=C/c1c(F)cccc1Cl)NCc1ccccc1,3,-1%,4%,6%,-2%,18%,17%,27%,-11%
CS(=O)(=O)N(CC(=O)NCc1ccco1)c1ccc(Cl)cc1Cl,1,3%,-10%,4%,2%,-11%,u,-1%,-12%
CC1(C)NC(=O)N(CC(O)COc2cccc(F)c2)C1=O (configuration not stated),0,-3%,2%,11%,-3%,-4%,6%,40%[activator],-16%
O=C(Cn1cnc2ccccc2c1=O)NNC(=O)c1ccccc1F,-3,7%,3%[57.1 µM],-4%,0%,0%,4%,17%,2%
O=C(N/N=C/C=C/c1ccccc1)c1n[nH]c2c1CCC2,4,-2%,-7%,2%,-2%,-3%,8%[57.1 µM],37%,-22%
Cc1cc2ccccc2nc1SCC(=O)NC1CCCCC1,-3,7%,1%,-3%,17%,-1%,6%,48%[activator],-21%

Just Tb PGK inh and USP1 inh, for two of the compounds above:
mol | Tb PGK inh | USP1 inh
C=CCn1ccc(O)c(Cc2ccc(Cl)cc2)c1=O | 0% | -15%
COc1ccc(C(=O)CC2(O)C(=O)Nc3c(C)cccc32)c(OC)c1OC (configuration not stated) | -3% | -14%
